Screens as filed in PubChem.
GRP78 ERSR act – ER stress response induction in glioma; U87-MG GRP78 promoter luciferase reporter, 16 h; Potency, µM, inactives show at the highest dose activation, actives largely listed as activators; 420,000 compounds, 0.02% hits; further: potency means the concentration at half of the fitted maximal effect; series mostly up to about 76 µM; % of control where 0% means no effect; nearly all actives have a fitted effect of over 35% in size
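Stably transfected U87-MG glioma cells carrying a GRP78-based luciferase sensor; 16 h compound incubation. Luminescence end-point read 10 min after Bright-Glo addition at room temperature.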
D1 ag – human D1 receptor agonism. P21728. HEK293 T-REx D1 cells, calcium flux, agonist mode. activation, % at 2 µM. 360,000 compounds, 1% hits; in the data active means activation above about 30%; further: 0% is about no effect
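Agonism was scored from calcium flux recorded over 180 s (1 read/s) after pintool compound addition, following a 10-cycle baseline. Cells were inducible force-coupled HEK293 TREx D1, plated overnight at 30 C and loaded with no-wash calcium dye.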
LDHA inh – blocks human lactate dehydrogenase A; 480,000 compounds, 0.15% hits; purified LDHA, NADH/diaphorase-resazurin fluorescence; active compounds read low; activity change, % (values are at about 110 or 230 µM); P00338; in the data active means activity change below about -30%; inconclusive means mostly about -25% to -30%;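 further: plate controls were DMSO wells for no effect and wells without enzyme for full effect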
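LDH5 2 nM; NADH 0.06 mM, pyruvate 0.2 mM; 200 mM Tris pH 7.4, EDTA, Tween-20; 5 min RT. Detection: diaphorase 0.133 mg/mL + resazurin 37 µM, fluorescence ex540/em590 at 0 and 20 min; normalized to enzyme-free and DMSO wells.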
Vif-A3F inh – Vif-A3F binding inhibition; HeLa A3F-eYFP + Vif (tagged APOBEC3F with the HIV-1 protein that degrades it), YFP fluorescence increase; 390,000 compounds, 0.2% hits; Potency, µM (top dose mostly 46.1 µM), inactives show at the top dose activity, negative = active; further: potency means the concentration at half of the fitted maximal effect; % of control where 0% means no effect; nearly all actives have a fitted effect of over 65% in size
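HeLa cells stably expressing Vif plus C-terminally eYFP-tagged A3F were seeded, incubated overnight at 37 deg C, dosed with compound, incubated overnight again at 37 deg C. Yellow fluorescence (Ex 488/Em 500-530) reported blocked Vif-mediated A3F-eYFP degradation.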
D1 PAM – human D1 dopamine receptor positive modulation | P21728 | AID 504651 | 360,000 compounds, 0.036% hits | potentiation, % at 10 µM | HEK293 TREx D1 cells, calcium flux, dopamine EC20 potentiation; in the data active means potentiation above about 30%; further: 0% is about no effect
Vif-A3G inh – Vif-A3G binding inhibition | HeLa A3G-eYFP + Vif (tagged APOBEC3G with the HIV-1 protein that degrades it), YFP fluorescence, overnight | Potency, µM (top dose mostly 46.1 µM), for the others: at the highest dose activity, negative = active, actives largely listed as inhibitors | 410,000 compounds, 0.076% hits | AID 602310;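 further: potency means the concentration at half of the fitted maximal effect; on the % scale 0 is the no-effect control and ±100 the full control effect; nearly all actives have a fitted effect of over 60% in size; hits raise eYFP signal because A3G escapes Vif-driven loss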
Target sequence (Q9HC16 whole entry, looked up): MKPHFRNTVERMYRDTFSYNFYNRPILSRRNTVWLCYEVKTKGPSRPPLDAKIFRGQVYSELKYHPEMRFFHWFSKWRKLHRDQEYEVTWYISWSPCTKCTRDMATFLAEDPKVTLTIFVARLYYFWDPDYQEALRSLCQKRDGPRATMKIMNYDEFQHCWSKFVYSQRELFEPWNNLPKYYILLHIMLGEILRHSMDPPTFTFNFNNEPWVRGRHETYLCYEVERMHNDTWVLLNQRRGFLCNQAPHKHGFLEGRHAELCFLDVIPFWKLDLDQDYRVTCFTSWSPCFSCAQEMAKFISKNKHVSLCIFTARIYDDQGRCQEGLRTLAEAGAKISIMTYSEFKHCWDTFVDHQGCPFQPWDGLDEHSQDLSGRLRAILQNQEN
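HeLa cells stably expressing Vif and C-terminally eYFP-tagged A3G, seeded overnight at 37 deg C, then exposed to compound by pintool overnight at 37 deg C. Rise in yellow fluorescence (Ex 488/Em 500-530, Acumen) marks blocked Vif-driven A3G degradation.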
RXFP1 agonist – RXFP1 (human) receptor agonism; Potency, µM (titrated, usually from 57.5 µM), for inactives: at the top dose activation, usual class: activators; 370,000 compounds, 0.3% hits; Q9HBX9; AID 2676; HEK293T-RXFP1 cAMP TR-FRET, 30 min; response scale: percent of porcine relaxin response, buffer zero; further: potency means the concentration at half of the fitted maximal effect; on the % scale 0 is the no-effect control and ±100 the full control effect; nearly all actives have a fitted effect of over 60% in size; many of its hits are not listed in these tables
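cAMP rise read by TR-FRET after 30 min, 37C compound exposure (up to 58 uM) in RXFP1-transfected HEK293 cells with Ro 20174 present. EC50 from Hill-equation fits, with 29 nM porcine relaxin as 100% and buffer as basal.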
D1 antagonist – antagonists of human D1 dopamine receptor. P21728. HEK293 TREx D1 cells, calcium flux, dopamine EC80; active compounds read low. activity change, negative = inhibition, % at 10 µM. 360,000 compounds, 3.2% hits; in the data active means activity change below about -30%; further: on the % scale 0 is the no-effect control and ±100 the full control effect
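Compound effects on dopamine-evoked calcium signalling were measured in tetracycline-induced HEK293 Trex D1 cells. Dopamine at EC80 followed a 180 s compound pre-read, and fluorescence was tracked kinetically for 180 s more.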
D2 potentiator – positive allosteric modulators of human D2 dopamine receptor; HEK293 T-REx D2, calcium flux, EC20 dopamine potentiation; potentiation, % at 10 µM; 340,000 compounds, 0.34% hits;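 active means potentiation over 3 SD above the plate norm, cut at about 30% in these data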; further: 0% is about no effect
Target sequence (P14416 whole entry, looked up): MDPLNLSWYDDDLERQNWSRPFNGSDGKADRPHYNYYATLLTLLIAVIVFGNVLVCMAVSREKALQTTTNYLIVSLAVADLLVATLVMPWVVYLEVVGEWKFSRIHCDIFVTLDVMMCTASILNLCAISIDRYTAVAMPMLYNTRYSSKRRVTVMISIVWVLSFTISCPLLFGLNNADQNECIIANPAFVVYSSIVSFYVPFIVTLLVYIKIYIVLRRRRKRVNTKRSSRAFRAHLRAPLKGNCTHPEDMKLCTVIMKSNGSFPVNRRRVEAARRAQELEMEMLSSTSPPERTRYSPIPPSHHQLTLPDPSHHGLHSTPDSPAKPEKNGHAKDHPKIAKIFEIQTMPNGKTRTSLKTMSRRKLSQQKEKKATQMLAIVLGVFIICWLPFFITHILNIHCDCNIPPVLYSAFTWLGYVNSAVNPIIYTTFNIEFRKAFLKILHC
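Primary screen. Calcium kinetics in induced HEK293 T-REx D2 cells: compound pre-addition 180 s, EC20 dopamine, 180 s more.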
An asterisk follows results filed as active; u = inconclusive; x = not tested or not shown; & = joins results of further samples. Unless noted, the call rests on the fitted dose curve; in most records, active means well fitted curve in the direction sought with a large enough effect; inconclusive means small, poorly fitted or top-dose-only effect, or another doubt; inactive means no such curve, though single readings can be large; an effect the other way counts as inactive or inconclusive. Not all compounds are listed; the hit share may differ from the screen's.

SMILES	GRP78 ERSR act	D1 ag	LDHA inh	Vif-A3F inh	D1 PAM	Vif-A3G inh	RXFP1 agonist	D1 antagonist	D2 potentiator
Cc1c(NC(=O)c2ccc(Cl)s2)c(=O)n(-c2ccccc2)n1C	-1%	1	-2	-4%	2	1%	0.6%	7	x
Cc1cccc(C)c1NC(=O)C(=O)NCc1ccccn1	-4%	0	-3	3%	-8	0%	-0.3%	2	-9
COc1ccc(C(CC(=O)Nc2ccc(OC)c(OC)c2)N2Cc3ccccc3C2=O)cc1 (centres undefined)	3%	0	3	-14%	-6	5%	1.3%	-4	11
Cc1ccc(C(=O)NCc2ccc(F)cc2)s1	5%	x	1	-11%	x	-1%	x	x	x
COCCNC(=O)CC(c1ccccc1)c1ccccc1	-5%	1	-2	-2%	-2	1%	-2.2%	11	x
COc1ccc(CCNC(=O)c2ccc(Cl)cc2)cc1	1%	0	4	2%	-4	1%	0.7%	-16	1
COc1ccc2ccccc2c1/C=N/NC(=O)c1cccc(C)c1	-2%	x	-4	9%	x	0%	x	x	x
COc1ccccc1OCc1nc2ccccc2n1Cc1ccccc1	0%	2	3	-6%	-4	-3%	3.4%	3	12
CCOC(=O)c1c(NC(=O)C(C)Sc2cn(C)c3ccccc23)sc2c1CCC2 (centres undefined)	-3%	-1	-4	4%	-5	1%	3.3%	38	1
COC(OC)c1ccc(C#N)c(SCc2ccc(C)cc2)n1	-2%	3	2	-2%	-1	0%	1.4%	3	8
CCCCn1c(N)c(N(CCOC)C(=O)C2CCN(S(=O)(=O)c3ccccc3)CC2)c(=O)[nH]c1=O	-2%	3	-3	-2%	3	-4%	-0.4%	-4	0
Cc1csc2nc(-c3cccc(NC(=O)c4c(F)cccc4F)c3)cn12	-2%	-1	-8	5%	3	-7%	2.4%	17	-8
Cc1cc(NCCCO)n2c(nc3ccccc32)c1C#N	-4%	0	1	12%	3	-2%	7.0%	-6	x
NC(=O)C1CCN(C(=O)CCc2ccsc2)CC1	-4%	4	-3	1%	-6	0%	-1.9%	-10	-7
O=C(NC1CCCC1)C(c1ccsc1)N(C(=O)Cc1cccs1)c1ccccc1 (centres undefined)	-2%	7	-2	-12%	1	-1%	0.3%	-5	4

Full records from above.
COc1ccc(C(CC(=O)Nc2ccc(OC)c(OC)c2)N2Cc3ccccc3C2=O)cc1 (centres undefined) across the screens: GRP78 ERSR act: 3%; D1 ag: 0; LDHA inh: 3; Vif-A3F inh: -14%; D1 PAM: -6; Vif-A3G inh: 5%; RXFP1 agonist: 1.3%; D1 antagonist: -4; D2 potentiator: 11
Cc1csc2nc(-c3cccc(NC(=O)c4c(F)cccc4F)c3)cn12 across the screens: GRP78 ERSR act: -2%; D1 ag: -1; LDHA inh: -8; Vif-A3F inh: 5%; D1 PAM: 3; Vif-A3G inh: -7%; RXFP1 agonist: 2.4%; D1 antagonist: 17; D2 potentiator: -8

(cont.)
SMILES	GRP78 ERSR act	D1 ag	LDHA inh	Vif-A3F inh	D1 PAM	Vif-A3G inh	RXFP1 agonist	D1 antagonist	D2 potentiator
O=C1c2ccccc2C(=O)N1CCCc1nc(-c2ccccc2)no1	-4%	7	1	-21%	-1	-4%	-0.5%	25	-2
OCc1nc2ccccc2n1CCCc1ccccc1	4%	x	0	0%	x	-1%	x	x	x
CCOc1c(C#N)c(C#N)c2nc(C)cc(C)n12	-5%	1	-1	8%	-2	-6%	3.4%	15	8
CC(=O)Nc1ccc(Nc2nc(Cl)nc(Nc3ccc(NC(C)=O)cc3)n2)cc1	-6%	4	-3	-1%	0	1%	-2.5%	-36*	-3
Cc1ccc(CNC(=O)C2CCC(=O)N2C(C)C)cc1 (centres undefined)	-4%	4	-6	-5%	1	-1%	2.3%	-12	17
O=C(Nc1ncccn1)C1=C(O)c2ccccc2S(=O)(=O)N1Cc1ccccc1	0%	3	-1&10	8%	-6	-1%	0.0%	4	-2
O=C(CNC(=O)c1ccccc1)NCC(=O)OCc1ccccc1Cl	-2%	1	-2	1%	-4	2%	0.4%	-10	4
Cc1ccc(-c2nnn(CC(=O)N(Cc3ccco3)C(C(=O)NC(C)(C)C)c3ccncc3)n2)o1 (centres undefined)	-3%	1	-2	0%	5	-11%	0.3%	-11	-16
COc1ccccc1NC(=O)c1ccc(S(=O)(=O)N(C)c2ccccc2)cc1	-5%	3	-3	-12%	-1	-1%	2.7%	-8	-6
Cc1cc(C(=O)N/N=C/c2sc(N3CCOCC3)nc2-c2ccccc2)c(C)o1	-1%	3	-4	u	3	-5%	0.3%	-20	3
Cc1ccccc1NC(=O)Cn1nc(C)n2cccc2c1=O	1%	1	-2	10%	3	6%	0.4%	-7	-6
Cc1ccc(N(C(=O)c2csnn2)C(C(=O)NC2CCCCC2)c2ccncc2)cc1 (centres undefined)	4%	2	0	9%	-4	-1%	2.1%	8	-7
COc1ccc(C(C)=O)cc1COC(=O)c1ccc(S(=O)(=O)N2CCOCC2)cc1	-3%	5	-4	-1%	-6	1%	3.1%	-15	13
CC(C)(C)OC(=O)C[C@@H]1C/C=C\C[C@@H](CC(=O)NCCO)C(=O)NCCOC1=O	-5%	x	-3	7%	x	-3%	x	x	x
O=[N+]([O-])c1ccc(C(O)C[n+]2ccccc2)cc1 (centres undefined)	-3%	3	-30*	3%	-7	7%	-0.5%	7	12
Cc1cccc(OCCCC(=O)Nc2nccs2)c1C	-7%	6	-4	6%	-4	0%	2.5%	-18	-17
CSCCC1Nc2ccc(S(=O)(=O)N3CCOCC3)cc2NC1=O (centres undefined)	-8%	1	-5	0%	-2	0%	5.4%	-14	20
COc1ccc(-c2cnn3c4c(c(C)nc23)CCN4C(C)C)cc1OC	2%	0	0	-8%	1	-5%	6.9%	-17	9
N#Cc1ncn(-c2ccc(Oc3ccccc3)cc2)c1N	-5%	1	2	-15%	-1	10%	-0.2%	x	8
O=C(Nc1nnc(CCN2CCCCC2)s1)c1ccc(Br)cc1	0%	2	-2	12%	-1	-1%	0.6%	-2	x
COC(=O)c1ccccc1NC(=O)CSc1nnc(-c2cccc(NC(C)=O)c2)n1C	2%	1	-1	2%	-7	1%	2.2%	5	-2
CN(CC(=O)Nc1ccc(OC(F)(F)F)cc1)C(=O)C1CCC1	0%	6	-5	-7%	1	4%	-0.1%	-8	-18
Cc1cccc(Cn2c(CN3CCC(C(=O)NC(C)C)CC3)cc3ccccc32)c1	-4%	4	4	-6%	-3	0%	2.3%	-19	-6
C#CCn1c(=NC(=O)CSC(C)=O)sc2cc(F)ccc21	-5%	2	-5	u	1	2%	u	3	-9
O=C(CCc1ccc(O)cc1)NN=Cc1cc(Br)ccc1O	0%	x	-7	-10%	x	-9%	x	x	x
Fc1ccc(Oc2ncccn2)c(F)c1	-1%	1	-6	-4%	2	-1%	-0.1%	6	2
COc1cc2c(cc1OC)C(c1cc3cc(OC)c(OC)cc3[nH]c1=O)N(C(=O)C1CC1)CC2 (centres undefined)	-5%	1	4	-2%	-5	0%	1.4%	-1	7
CC(CCc1ccco1)NC(=O)Cn1ncc2c(=O)oc3ccccc3c21 (centres undefined)	-3%	2	-5	0%	3	4%	1.4%	-7	-4
O=C(Nc1ccnn1C1CCN(C(=O)c2ccc(Cl)c(F)c2)CC1)C1CCOC1 (centres undefined)	-5%	0	-13	0%	10	1%	0.0%	15	4
O=C(Nc1nccs1)c1ccc(Br)c(S(=O)(=O)N2CCOCC2)c1	0%	7	-9	5%	-1	0%	0.1%	-13	-8
COc1ccc(C(=O)NC2=NCCS2)cc1	-5%	3	-15	1%	7	1%	0.2%	-13	-2
O=C(NCc1ccco1)C1CCCN1C(=O)Nc1ccccc1Cl (centres undefined)	-2%	3	-4	17%	-1	1%	-0.1%	-9	5
Cc1cccc(N2CCN(c3ccc4cc(S(=O)(=O)N5CCCCC5)ccc4n3)CC2C)c1 (centres undefined)	-8%	4	0	-1%	-2	7%	u	-8	0
C=CCn1c(SCC(=O)N2CCOCC2)nnc1C(C)NC(=O)c1ccccc1 (centres undefined)	0%	6	-8	u	1	2%	-1.4%	6	-4
CCN(CC)S(=O)(=O)c1ccc(OC)c(NC(=O)c2ccc(-n3cncn3)c([N+](=O)[O-])c2)c1	-4%	2	-1	2%	0	0%	12%	21	-10
O=C(CS(=O)(=O)c1cccc2nsnc12)N1CCN(c2ccc(F)cc2)CC1	-4%	3	0&7	-2%	-5	0%	2.5%	-10	x
CCC(=O)n1nc(-c2ccc(OC)cc2)nc1N	-7%	1	3	-2%	-7	2%	0.4%	1	-8
CC(Oc1ccccc1F)C(=O)N1CCC(c2nc3ccccc3o2)CC1 (centres undefined)	-3%	3	2&-4	1%	0	5%	-3.5%	-3	10
O=C(COC(=O)c1cnccn1)NC(=O)c1ccccc1	-5%	6	-1	0%	-7	0%	2.6%	14	0
Cc1cn(C(=O)CN2C(=O)c3ccccc3C2=O)c(C)n1	-7%	3	-4	0%	0	1%	u	0	-8
COC(=O)C(Cc1ccccc1)NC(=O)CNS(=O)(=O)c1ccc(Br)cc1 (centres undefined)	-1%	2	-6	-2%	-4	-1%	1.0%	2	-7
Cc1cc(C)nc(/N=C(\N)N(Cc2ccccc2)Cc2ccccc2)n1	-5%	23	-14	-19%	0	-7%	2.3%	-17	-3
C#CCOCCOCCOCCNc1nc(N2CCN(C(=O)[C@H]([C@@H](C)CC)n3cc([C@@H](N)Cc4ccc(O)cc4)nn3)CC2)nc(N2CCN(C(=O)[C@H]([C@@H](C)CC)n3cc([C@@H](N)CC(C)C)nn3)CC2)n1	-4%	4	-9	6%	4	1%	-1.9%	-1	-1
CC1(C)CC2CC(C)(CN2/C=C2/CCCCC2=O)C1 (centres undefined)	1%	2	-7	-23%	-3	1%	0.1%	33	-4
Cc1ccc(-c2nnc3ccccc3c2C(=O)Nc2ccc(C)c(F)c2)cc1	3%	1	-10	2%	2	-1%	-0.6%	11	2
CS/C(N)=N/N=C/c1cc(Br)cc(Br)c1O	9%	4	0	-3%	0	-21%	5.8%	-4	12
